# Screening data deposited in PubChem by National Center for Advancing Translational Sciences (NCATS).
# FLuc modulator: counter-screen for miR-21 project: firefly luciferase inhibitors or activators | P08659 | Potency, µM (series often up to 57.5 µM), for the others: at the highest dose activity change, negative = inhibition, usual class: inhibitors | hit rate 6.9% among 360,000 | AID 588342 | purified FLuc, Km substrates, luminescence inhibition; active = well fitted inhibition curve with a large enough effect; inconclusive = small, poorly fitted or top-dose-only effect;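 note: plate controls were vehicle for no effect and reference inhibitor for full effect; nearly all actives have a fitted effect of over 55% in size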
# Target sequence (P08659 whole entry, looked up): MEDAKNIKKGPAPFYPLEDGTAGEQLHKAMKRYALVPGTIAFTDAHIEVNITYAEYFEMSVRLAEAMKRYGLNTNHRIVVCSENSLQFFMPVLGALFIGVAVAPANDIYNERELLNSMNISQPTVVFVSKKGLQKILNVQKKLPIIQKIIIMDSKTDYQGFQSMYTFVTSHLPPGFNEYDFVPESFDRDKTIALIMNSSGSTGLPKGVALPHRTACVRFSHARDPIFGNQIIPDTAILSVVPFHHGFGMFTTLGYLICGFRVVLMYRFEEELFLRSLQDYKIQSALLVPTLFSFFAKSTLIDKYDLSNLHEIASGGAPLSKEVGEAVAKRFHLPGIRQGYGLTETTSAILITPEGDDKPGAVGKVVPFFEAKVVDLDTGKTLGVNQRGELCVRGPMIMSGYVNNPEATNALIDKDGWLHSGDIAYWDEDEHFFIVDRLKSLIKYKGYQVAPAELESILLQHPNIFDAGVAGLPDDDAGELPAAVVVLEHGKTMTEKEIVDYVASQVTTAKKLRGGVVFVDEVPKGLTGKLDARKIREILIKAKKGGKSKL
#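 Purified P. pyralis luciferase (10nM final) with 10uM D-luciferin and 10uM ATP (Km levels) in 50mM Tris acetate pH 7.5, 10mM Mg acetate, 0.01% Tween-20, 0.05% BSA; qHTS 6-point titration, ~60 µM downward; luminescence read.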
# Starred values were filed as active, the others as inactive; u = inconclusive. Potency is the fitted concentration of half-maximal effect. The list is partial, so the mix of outcomes need not match the whole.
SMILES,FLuc modulator
CCN(c1ccccc1)S(=O)(=O)c1ccc(NC(=O)c2cc(=O)c3cc(C)cc(C)c3o2)cc1,4%
Cc1ccc(-n2nc3c(N4CCC(C(=O)NCc5ccccc5Cl)CC4)nnc(C)c3c2C)cc1,1%
CCc1cc(=O)oc2cc(C)c3c(-c4ccc(F)cc4)coc3c12,-17%
CCOC(=O)c1ccccc1NC(=O)CSc1nc2ncccc2[nH]1,-16%
CC(=O)c1ccc(OC(=O)c2c(-c3ccccc3Cl)noc2C)cc1,-11%
CCCS(=O)(=O)NCCc1csc2nc(-c3ccc(C)cc3)nn12,-2%
COc1ccc(NC(=O)c2c(NC(=O)COc3ccccc3)sc3c2CCCCC3)cc1,-4%
CCC(Sc1nc2ccccc2c2nc(-c3ccccc3)nn12)C(=O)Nc1cccc(OC)c1 (stereo not drawn),-2%
CCc1cccc(C)c1NC(=O)Cn1cc2c(n1)CCCCC2,7%
CC(=O)c1ccc(S(=O)(=O)Nc2cccc(-c3ccc(N4CCCC4)nn3)c2)cc1,9.5µM*
Cc1ccc2nc(-c3ccc(NC(=O)COc4c(C)ccc(C)c4C)cc3)sc2c1,19µM*
Cc1ccc(NC(=O)Cn2c(=O)ccc3cc(S(=O)(=O)N4CCCC4)ccc32)cc1N(C)C,-1%
CC(C)N(Cc1ccccc1)C(=O)CN1C(=O)CSc2ccc(S(=O)(=O)N3CCCC3)cc21,-6%
O=C(CSC1=Nc2ccccc2C2=NC(CCC(=O)NC3CCCCC3)C(=O)N12)Nc1cccc(C(F)(F)F)c1 (stereo not drawn),2%
CCOc1ccc(CCNC(=O)c2cc3cccc4c3n2CCS4)cc1,-13%
CCCCN(CC)C(=O)c1c[nH]c2ccc(S(=O)(=O)N(C)c3ccc(Cl)cc3)cc2c1=O,u
COc1cc(-c2noc(-c3nnn(-c4ccc(Cl)cc4)c3C)n2)cc(OC)c1OC,-4%
CC1(C)CC(=O)c2cc(-c3nc(-c4ccccc4)cs3)c(=O)[nH]c2C1,1%
CCOc1ccc(N(C)C(=O)C2CCN(S(=O)(=O)c3ccc4c(c3)CCCN4C(C)=O)CC2)cc1,-5%
O=C(NC1CC(=O)N(c2cccc(F)c2)C1)c1cccs1 (stereo not drawn),5%
COc1ccc(NC(=O)NCc2cccn2Cc2ccc(F)cc2)cc1OC,0%
CCOc1ccccc1NC(=O)C1CCN(S(=O)(=O)c2ccc(Br)cc2)CC1,5%
Cc1nc(-c2ccccc2)sc1-c1ccc(SCC(=O)NCc2ccc(Cl)cc2)nn1,-2%
COc1ccc(NC(=O)c2c(NCc3cccc(OC)c3)sc3c2CCC3)cc1,-18%
CC1CCN(c2csc3ccc(F)cc3c2=O)CC1,6µM*
# Next section.
SMILES,FLuc modulator
COc1cccc(N2C(=O)C(CC(=O)Nc3ccccc3)N(CCc3sccc3C)C2=O)c1 (stereo not drawn),-2%
Cc1nn(-c2ccc(N3CCCC3)nn2)c(C)c1CCC(=O)N1CCN(c2ccc(F)cc2)CC1,0%
Clc1cccc(CNc2ncnc3c2nc2n3CCCC2)c1,-2%
COc1ccc(NC(=O)c2nnn(-c3ccc(C(C)C)cc3)c2C)c(OC)c1,0%
COc1ccc(-c2nc(SCC(=O)Nc3ccccc3)c(-c3ccc(F)cc3)[nH]2)cc1OC,u
CCc1cccc(C)c1NC(=O)C(NS(=O)(=O)c1ccc2c(c1)CCC(=O)N2)c1ccccc1 (stereo not drawn),-2%
Cc1nn(CC(=O)NCc2ccco2)c(=O)c2nn(-c3ccccc3)c(C)c12,0%
CC(CCc1ccccc1)NC(=O)Cn1c(=O)nc(-c2ccccc2)c2cc(Cl)ccc21 (stereo not drawn),-19%
O=C(NC(=O)c1ccc(F)cc1)Nc1ccc(-c2cc(C(F)(F)F)nn2-c2ccccc2)cc1,1%
Cc1cc(C)c(/C=C/c2onc(C)c2S(=O)(=O)N2CCC(C(=O)N3CCN(c4ccc(Cl)cc4)CC3)CC2)c(C)c1,-1%
O=C(NCCc1csc2nc(-c3cccc(F)c3)nn12)c1ccc(Br)o1,-17%
Cc1ccc(Cl)cc1NC(=O)c1cccc(NC(=O)N2CCSc3ncccc32)c1,-9%
CCOC(=O)c1c(NC(=O)COc2cccc(C(F)(F)F)c2)sc2c1CCC(C)C2 (stereo not drawn),-4%
Cc1cc(C)c(-c2csc(-c3cc4ccccc4oc3=O)n2)cc1C,-6%
CCCCCSc1ncnc2c1sc1nc(N3CCOCC3)c3c(c12)CCCC3,1%
CCN(CC)C(=O)c1sc2c(c1C)c(=O)n(-c1ccccc1)c(=O)n2Cc1c(C)cc(C)cc1C,3%
COc1ccc(S(=O)(=O)N(CCc2ccccc2)CC(=O)Nc2cc(C)cc(C)c2)cc1OC,-2%
COc1ccc(CCN2C(=O)CN(C3CCCCCC3)C(=O)C2c2ccc(Cl)cc2)cc1OC (stereo not drawn),-1%
Cc1ccccc1-n1c(=O)c2c3c(sc2n2cnnc12)CCCC3,-3%
Cc1ccc(C)c(N2CCN(CCCNC(=O)c3nnc(Cc4ccc(F)cc4Cl)o3)CC2)c1,1%
Cc1ccccc1NC(=O)CSc1nc(-c2ccc(F)cc2)nc2c1Cc1ccccc1O2,0%
Cc1ccc(-c2nc3c(c(SCC(=O)N(C)c4ccccc4)n2)Cc2c(CO)cnc(C)c2O3)cc1,-6%
CCOc1ccc(CCNC(=O)c2sc3ncccc3c2-n2c(C)ccc2C)cc1,1%
COc1cccc(-n2cc(C(=O)NCc3ccc(C)cc3)c3ccccc3c2=O)c1,2%
COc1ccc2c(c1)NC(c1ccc(OCC(C)C)cc1)=NC(c1ccncc1)=N2,-7%
# Later entries
SMILES,FLuc modulator
CN(C)CCNC(=O)CCCN1C(=O)c2cccnc2Oc2ccc(Cl)cc21,1%
COC(=O)c1cccc(Nc2c(-c3ccc(O)c(OC)c3)nc3nc[nH]n23)c1,u
Cc1c(Cl)cccc1-n1ncc(C(=O)N2CCc3ccccc3C2)c1C1CCN(C(=O)OC(C)(C)C)CC1,4%
Cc1nc2cc(C(=O)NC3CCCCCC3)ccc2n1-c1ccc(Br)cc1,u
CCOC(=O)c1cc2c(=O)n3ccccc3nc2n(CC2CCCO2)c1=NC(=O)c1ccccc1F (stereo not drawn),-1%
COc1ccccc1OCC(=O)NCC1(N(C)C)CCCCC1,-2%
CCOc1ccc(NC(=O)C(C)Sc2nnc3cc(C)c4ccccc4n23)cc1 (stereo not drawn),2%
O=C(O)CCC(=O)N1CCc2cc(S(=O)(=O)NCc3ccc(F)cc3)ccc21,-6%
CCOc1ccccc1C(=O)NCc1ccc2c(c1)CCN2C(C)=O,1%
CCCCNC(=O)c1cnn2c(C)c(Cc3c(C)cc(C)cc3C)c(C)nc12,-10%
CCC(Oc1ccccc1)C(=O)Nc1ccc(O)c(-c2nc3cc(C)ccc3o2)c1 (stereo not drawn),15µM*
O=C(Nc1ccc(Cl)cc1)c1cc(S(=O)(=O)N2CCCc3ccccc32)ccc1F,u
CC(=O)Nc1nonc1-c1nnc(SCC(=O)Nc2cc(C)cc(C)c2)n1-c1ccccc1,-7%
CNC(=O)c1ccc(Nc2nnc(-c3ccc(C)c(S(=O)(=O)N(C)C)c3)c3ccccc23)cc1,4%
Cc1nc2ccccc2n1CCc1nc2c3ccccc3nc(SCc3cccc(F)c3)n2n1,0%
COc1ccc(Cn2c(=O)c3oc4ccccc4c3n(Cc3cccc(C)c3)c2=O)cc1,-7%
CCc1ccc(NC(=O)c2ccc(CN3CC(=O)N4CCCCC4C3=O)cc2)cc1 (stereo not drawn),u
O=C(Nc1cccc(F)c1)c1cnc2sc(N3CCCC3)nn2c1=O,-5%
COc1ccccc1CNC(=O)CC1N=C2c3ccccc3N=C(SCC(=O)Nc3ccc(F)cc3)N2C1=O (stereo not drawn),-2%
CC(=O)N1CCCc2cc(S(=O)(=O)N3CCCC(C(=O)Nc4cc(Cl)ccc4C)C3)ccc21 (stereo not drawn),6%
Cc1c(C)n(Cc2ccccc2)c2ccc(C(=O)N3CCN(c4ccccc4F)CC3)cc12,3%
CCc1nnc(SCc2nc(-c3cccc(Cl)c3)oc2C)c2cc3sc(C)cc3n12,-2%
Cc1cccc(Nc2nnc(-c3ccc(C)c(S(=O)(=O)N4CCN(C)CC4)c3)c3ccccc23)c1,-19%
Cc1ccc(/C=C/C(=O)N2CCC(c3nc4ccccc4o3)CC2)cc1,11µM*
COc1cccc(-c2nn(C)c3sc(C(=O)N4CCN(c5cccc(C)c5)C(C)C4)cc23)c1 (stereo not drawn),0%
# (continued)
SMILES,FLuc modulator
Cc1ccc(CSc2nc3cccnc3n2Cc2ccc(C(=O)NCCc3ccccc3)cc2)cc1,0.48µM*
COc1ccc(CNC(=O)CCc2c(C)nn(-c3ccc(N4CCCCC4)nn3)c2C)c(OC)c1,-12%
Cc1ccc2nc(COc3cccc(NC(=O)COc4ccccc4F)c3)cc(=O)n2c1,2%
COc1cc(NS(=O)(=O)c2ccc3c(c2)OCC(C(=O)N2CCCC2)O3)cc(OC)c1 (stereo not drawn),-14%
O=S(=O)(c1ccccc1)c1nc(-c2cccc(Cl)c2)oc1NCc1ccccc1,1%
Cn1c(SCC(=O)N2CCOCC2)ncc(C(=O)Nc2ccccc2)c1=O,0%
Cc1ccc(CCNC(=O)CS(=O)Cc2nc(-c3ccccc3C)oc2C)cc1 (stereo not drawn),-19%
Cc1ccc(-n2ncc(C(=O)N3CCN(Cc4ccccc4)CC3)c2C2CCN(C(=O)OC(C)(C)C)CC2)cc1,-4%
Cc1ccc(Cn2ccn(Cc3ccccc3C)c(=O)c2=O)cc1,2%
CCOc1ccc(NC(=O)CSc2oc(-c3cccs3)nc2S(=O)(=O)c2ccc(C)cc2)cc1,2%
O=C(Nc1ccc(F)c(Cl)c1)N1CCC2(CC1)Oc1ccccc1C(=O)N2Cc1ccccc1F,0%
CC(C)CCNc1nc2c(S(=O)(=O)c3ccc(Br)cc3)nnn2c2ccsc12,-3%
CCc1ccccc1NC(=O)Cn1c2ncccc2c(=O)n1-c1ccccc1,2%
CC(C)OC(=O)c1ccc(Cn2nnc3sc4c(c3c2=O)CCCC4)cc1,-8%
O=C(/C=C/c1ccccc1)Nc1nc2n(n1)C(c1ccc(Cl)cc1)C=C(c1ccccc1)N2 (stereo not drawn),-1%
CCOC(=O)c1ccccc1NC(=O)CCc1nc(-c2ccc(C)cc2)no1,-10%
CCOc1ccccc1N(C)C(=O)c1cc(S(=O)(=O)NCc2ccc(C)cc2)ccc1F,-3%
CCOc1cc2sc(N3CCC(C(=O)Nc4ccccc4C(=O)OC)CC3)nc2cc1Br,-2%
CCC(Cn1nnc2ccccc2c1=O)NC(=O)Nc1cccc(Cl)c1 (stereo not drawn),-10%
CCCCn1c(=O)c2oc3ccccc3c2n(CC(=O)Nc2cccc(Cl)c2C)c1=O,-5%
COc1cccc(-c2nn(C)c3sc(C(=O)NCCc4cccc(C)c4)cc23)c1,-15%
CN1C(=O)c2ccccc2Sc2ccc(NC(=O)N3CCN(c4ccc(F)cc4)CC3)cc21,-2%
Cc1ccc(-n2c3c(cc(-c4nc(-c5ccc(Cl)cc5)cs4)c2=O)C(=O)CC(C)(C)C3)cc1,0%
CCOc1ccc(-n2c(=O)c3c(C)c(C)sc3n(CC(=O)NCCc3ccccc3)c2=O)cc1,-2%
Cc1cccc(OCCOCCn2c(-c3ccc(Cl)cc3)nc3ccccc3c2=O)c1C,3%

# Some of the entries above in another layout.
compound	FLuc modulator
CC(C)CCNc1nc2c(S(=O)(=O)c3ccc(Br)cc3)nnn2c2ccsc12	-3%
CCc1ccccc1NC(=O)Cn1c2ncccc2c(=O)n1-c1ccccc1	2%
CC(C)OC(=O)c1ccc(Cn2nnc3sc4c(c3c2=O)CCCC4)cc1	-8%
O=C(/C=C/c1ccccc1)Nc1nc2n(n1)C(c1ccc(Cl)cc1)C=C(c1ccccc1)N2 (stereo not drawn)	-1%
CCOC(=O)c1ccccc1NC(=O)CCc1nc(-c2ccc(C)cc2)no1	-10%
CCOc1ccccc1N(C)C(=O)c1cc(S(=O)(=O)NCc2ccc(C)cc2)ccc1F	-3%
CCOc1cc2sc(N3CCC(C(=O)Nc4ccccc4C(=O)OC)CC3)nc2cc1Br	-2%
CCC(Cn1nnc2ccccc2c1=O)NC(=O)Nc1cccc(Cl)c1 (stereo not drawn)	-10%
CCCCn1c(=O)c2oc3ccccc3c2n(CC(=O)Nc2cccc(Cl)c2C)c1=O	-5%
COc1cccc(-c2nn(C)c3sc(C(=O)NCCc4cccc(C)c4)cc23)c1	-15%
CN1C(=O)c2ccccc2Sc2ccc(NC(=O)N3CCN(c4ccc(F)cc4)CC3)cc21	-2%
Cc1ccc(-n2c3c(cc(-c4nc(-c5ccc(Cl)cc5)cs4)c2=O)C(=O)CC(C)(C)C3)cc1	0%
CCOc1ccc(-n2c(=O)c3c(C)c(C)sc3n(CC(=O)NCCc3ccccc3)c2=O)cc1	-2%

# Following part
SMILES,FLuc modulator
CCCOc1ccc(-c2cc(C(F)(F)F)c(C#N)c(SCCC(=O)O)n2)cc1,u
COc1ccc(NC(=O)Cn2c(=O)n(C(C)C)c(=O)c3oc4ccccc4c32)cc1Cl,0%
Cc1cccc(C)c1NC(=O)CN(Cc1ccc(Br)cc1)S(=O)(=O)c1ccccc1,-10%
CCOc1ccccc1NC(=O)CCS(=O)(=O)c1ccc2c(c1)oc(=O)n2C,-1%
Cc1ccc(C)c(NC(=O)CSc2ncc3c(n2)-c2ccc(Cl)cc2N(C)S3(=O)=O)c1,-5%
COc1cccc(C(=O)Nc2ccccc2SCc2cc(=O)c3cccc(C)c3[nH]2)c1,-6%
CC(C)c1ccc(NS(=O)(=O)c2ccc3[nH]cc(C(=O)N4CCCC4)c(=O)c3c2)cc1,u
Cc1nn2c(=O)cc(COC(=O)c3ccccc3NC(=O)C(C)C)nc2s1,-1%
COc1ccc(-n2ncc(C(=O)N3CCN(c4cc(C)ccc4C)CC3)c2C2CCN(C(=O)OC(C)(C)C)CC2)cc1,1%
Cc1ccc(C)c(NC(=O)C2CCCN(c3nc4ccccc4s3)C2)c1 (stereo not drawn),-16%
